SIRT5 inh: SIRT5 desuccinylase inhibitors, primary screen, biochemical, fluorescence imaging, single point, set 5; NAD-dependent protein deacylase sirtuin-5, mitochondrial (Homo sapiens), Q9NXA8; Purified SirT5, succinyl-peptide AMC, trypsin-coupled fluorescence; inhibition, % at 15 µM; actives 1.1% (n = 330,000); in the data active = inhibition above about 15%; inconclusive = no clear call, values can overlap the other calls
Target sequence (Q9NXA8 whole entry, looked up): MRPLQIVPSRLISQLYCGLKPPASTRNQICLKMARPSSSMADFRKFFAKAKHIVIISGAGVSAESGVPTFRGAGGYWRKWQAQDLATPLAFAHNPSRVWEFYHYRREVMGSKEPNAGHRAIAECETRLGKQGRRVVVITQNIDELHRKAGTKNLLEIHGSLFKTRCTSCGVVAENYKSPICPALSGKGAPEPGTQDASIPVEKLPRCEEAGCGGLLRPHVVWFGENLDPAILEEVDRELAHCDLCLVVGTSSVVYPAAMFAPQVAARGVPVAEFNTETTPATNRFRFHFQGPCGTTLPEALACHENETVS
C2C12 statin: suppressors of statin myotoxicity in C2C12 myotubes, primary screen, cell-based, single point, plate reader | C2C12 myotubes + simvastatin, ATP luminescence, 48 h; scaled: DMSO 0, geranylgeraniol control 100 | rescue of ATP level, % at 7.49 µM | actives 0.78% (n = 330,000);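 active = mean ATP rescue above about 67%, or every replicate alone reaching that limit, limit read from the data, passing the limit was not always enough; inconclusive = no clear call, values can overlap the other calls; inactive = mean under the limit and some replicate under it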;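 note: myotubes were challenged with 10 µM simvastatin during compound exposure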
ERAP1 HTS inh: human ERAP1 aminopeptidase inhibitors, primary screen, biochemical, single point, plate reader | Endoplasmic reticulum aminopeptidase 1 (Homo sapiens), Q9NZ08 | recombinant ERAP1, Leu-AMC fluorescence, 60 min | inhibition, % at 10.7 µM | actives 0.15% (n = 340,000) | AID 652197, 2013;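 active = mean replicate inhibition of at least 30%, or all replicates individually reaching that 30% level; inactive = mean below 30% and not every replicate reaching it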;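 note: 0% = neutral control wells and 100% = L-leucinethiol positive control wells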
LGR2 inh: inhibitors of bursicon-induced LGR2 CRE-luciferase signal, primary screen, cell-based, HEK293, CRE-luciferase reporter, bursicon stimulation; Drosophila bursicon receptor LGR2 (rickets); bursicon-stimulated, 4 h; inhibition, % at 9.99 µM; actives 0.35% (n = 380,000); AID 720647, 2013;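 active = drop in luminescence signal, shown as inhibition above about 50% in the replicate tests, limit read from the data, passing the limit was not always enough; inconclusive = probably only some replicates passing the limit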;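 note: agonist challenge used bursicon conditioned medium at about half maximal strength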
S100A4 inh HTS: inhibitors of S100A4-myosin IIA peptide binding, primary screen, biochemical, fluorescence polarization, TAMRA-MyoIIA peptide; actives 0.14% (n = 360,000); inhibition, % at 10.7 µM; AID 652163, 2013;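 active = mean inhibition of at least 70% across replicates, with every replicate also reaching that level; inconclusive = mean inhibition reaches 70% but some replicates fall short; inactive = mean inhibition below 70%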
Target sequence (P26447 whole entry, looked up): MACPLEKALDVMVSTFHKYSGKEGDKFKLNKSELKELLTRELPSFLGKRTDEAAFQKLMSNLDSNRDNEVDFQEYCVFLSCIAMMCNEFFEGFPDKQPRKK
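Material: human S100A4 monomer with TAMRA-labelled myosin IIA peptide; buffer or medium: HEPES pH 7.2 with CaCl2, KCl, NaCl, DTT, Triton; compound dosing: one concentration per compound; schedule: 5 min incubation before reading; benchmarks: neutral control DMSO, positive control TFP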
PGC1a acetyl inh: inhibitors of PGC1a acetylation signal, primary screen, cell-based, U2OS, AlphaScreen, inhibitor mode | inhibition, % at 15.6 µM | AID 651687, 2012 | AlphaScreen anti-acetyl-lysine; with virally co-expressed GCN5 acetyltransferase | actives 0.17% (n = 350,000);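 active = every replicate shows inhibition of at least 40%; inconclusive = mean inhibition at least 40% but some replicate below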;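 note: 0% = neutral control wells and 100% = positive control wells; some results beyond the cut were filed as inactive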
Cneo AK release: Cryptococcus neoformans cell lysis inducers, primary screen, AK release luminescence, single concentration | C. neoformans lysis, adenylate kinase release luminescence, 4 h; normalised: neutral wells 0, clomiphene wells 100 | lysis activity, % at 15 µM | actives 0.2% (n = 360,000) | AID 651654, 2012;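 active = mean lysis activity across replicates of at least 80%, whatever share of replicates individually reach that level; inactive = mean lysis activity below 80%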
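Signal: Adenylate kinase release luminescence | Assay system: Log-phase Cryptococcus neoformans yeast cells | Input: Cells at 5 × 10^6 per mL | Buffer or medium: Fresh YPD growth medium | Compound: Single dose | Schedule: Static 4 h at 37 °C with compound, 1 h detection | Controls: Clomiphene | Read-out: Luminescence rise reflecting yeast cell lysis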
XiGFP reactiv: activators of inactive X chromosome reactivation, primary screen, imaging, XiGFP fibroblasts, GFP high-content imaging, set 2. actives 0.055% (n = 360,000). activation, % at 7.58 µM. XiGFP mouse fibroblasts, % GFP-positive cells imaging, 3 d; cells co-treated with 5-aza-dC sensitizer; scaled so ellipticine positive control = 100%;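 active = mean normalized replicate activation at least 10% and every replicate at or above 10%; inconclusive = only one of the two criteria met; inactive = mean below 10% and not all replicates reach 10%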;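 note: 0% = median of on-plate neutral control wells and 100% = ellipticine 6 µM median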
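System: SV40-immortalized XiGFP fibroblast cells, line 68-5-11 / Incubation: 3-day compound exposure, then 15 min fixation at room temperature / Compound: single concentration per compound, delivered by pin transfer / Buffer or medium: DMEM plus 5-aza-dC sensitizer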
* marks the source's active call; other numbers are inactive results; ? = inconclusive; . = no result given; & = joins results of further samples. These rows are one share of the data; rates above refer to the full screens.

SMILES | SIRT5 inh | C2C12 statin | ERAP1 HTS inh | LGR2 inh | S100A4 inh HTS | PGC1a acetyl inh | Cneo AK release | XiGFP reactiv
COc1ccc(S(=O)(=O)N(C)C[C@H]2Oc3ccc(NC(=O)Cn4cnnn4)cc3C(=O)N([C@@H](C)CO)C[C@@H]2C)cc1 | 8 | . | -6 | 3 | 13 | -9 | -1 | -0.8
O=c1cc(N2CCCC2)[nH]c(=O)n1-c1ccc(Cl)cc1 | -1 | 2 | 10 | -1 | -5 | 19 | -1 | .
O=C(Nc1ccc2c(c1)OCCO2)c1cc2ccccc2o1 | 0 | -2 | -1 | ? | 10 | 37 | 11 | 0.4
O=C(OCc1cncs1)c1cccs1 | -2 | . | 3 | 7 | -2 | -2 | . | -0.3
CC(C)N1CCN(C2CSCCSC2)CC1CCO (configuration not stated) | 0 | 51 | -5 | -6 | -7 | 0 | -1 | 0.3
O=C(NC(=S)Nc1ccc(Cl)cn1)c1cc([N+](=O)[O-])ccc1N1CCOCC1 | -2 | 3 | 1 | -7 | 1 | . | -6 | 0.0
Cc1ccc(-c2nnc(SCC(N)=O)nc2-c2ccc(C)cc2)cc1 | 6 | 12 | -4 | 13 | 0 | 18 | 2 | 0.0
O=C(Nc1ccc(F)cc1)N1CCCCN2[C@@H](CO)[C@H](c3ccc(-c4ccncc4)cc3)[C@@H]2C1 | -2 | . | -1 | -23 | -10 | 5 | 0 | 0.0
Nc1c(NCCN2CCCCC2)c2ccccc2oc1=O | -7 | . | 3 | 4 | 2 | . | . | -0.1
COCCSc1ccccc1C(=O)Nc1cc(C)cc(C)c1 | -6 | -1 | 0 | 14 | -3 | . | -1 | 0.0
Cc1ccc(NC(=O)COC(=O)C(NS(=O)(=O)c2ccc(Cl)cc2)C(C)O)cc1C (configuration not stated) | -3 | . | 4 | 5 | 14 | . | . | 0.5
C/C=C/c1ccc2c(c1)[C@@H]1[C@@H](CCN1S(=O)(=O)c1ccc(C)cc1)[C@@H](CO)N2 | 5 | -10 | -1 | -8 | -19 | -13 | -17 | 0.1
CC1CCCC(NC(=O)COC(=O)/C=C/c2ccc(S(=O)(=O)N3CCOCC3)cc2)C1C (configuration not stated) | 4 | -1 | -4 | -2 | -4 | 0 | 2 | 0.0
C[C@H]1CN([C@@H](C)CO)S(=O)(=O)c2ccc(C#CC3CC3)cc2O[C@H]1CN(C)Cc1ccncc1 | 1 | 3 | 0 | -14 | 7 | -9 | -1 | -0.7
CCOc1ccc(C(=O)Nc2ccc(Cc3ccncc3)cc2)cc1Br | 1 | -8 | 0 | -5 | -3 | 19 | . | 0.1
CCCOc1ccc(C(=O)NC2CCSc3ccccc32)cc1 (configuration not stated) | -6 | 4 | -2 | 14 | 2 | -10 | -1 | 0.3
COCCCNC(=O)CN(CCc1ccccc1)S(=O)(=O)c1ccc(C)cc1 | -2 | . | -2 | . | -6 | -11 | 1 | 0.0
Cn1c(=O)c2c(SCc3c(F)cccc3Cl)nc(CC(C)(C)C)nc2n(C)c1=O | -1 | -17 | 3 | 6 | -1 | -13 | 0 | -0.1
C[C@@H]1CN([C@@H](C)CO)C(=O)Cc2cc(NC(=O)Nc3ccc(C(F)(F)F)cc3)ccc2O[C@H]1CN(C)Cc1ccccc1 | 0 | -9 | 2 | 1 | 2 | . | 1 | 0.0
CC(C)NC(=O)N[C@H]1CC[C@H](CC(=O)NCCCN(C)C)O[C@@H]1CO | . | 9 | . | 18 | . | -7 | . | 0.6
NNC(=O)CSc1nc(-c2ccccc2)cn1-c1ccccc1 | -3 | . | 6 | -8 | 2 | -4 | . | 0.1
C[C@H](CO)N1C[C@H](C)[C@H](CN(C)S(=O)(=O)c2ccc(F)cc2)OCCCC[C@H](C)Oc2ccc(NS(=O)(=O)c3ccc(Cl)cc3)cc2C1=O | 18* | . | 2 | 25 | -8 | -3 | -7 | 0.1
CCN1CCN(C(=O)C2CCCN(S(=O)(=O)c3cc(Cl)ccc3Cl)C2)CC1 (configuration not stated) | -2 | -9 | -1 | 8 | 3 | . | 6 | 0.3
CCOC(=O)Cn1c(CN2CCOCC2)nc2c1c(=O)n(C)c(=O)n2C | 3 | 10 | 1 | -8 | -3 | . | 4 | 0.1
C[C@H](O)[C@@H]1C(=O)N2CCc3ccc(-c4ccccc4)cc3[C@@H]2C[C@@H]1N(C)C(=O)c1ccco1 | -2 | -1 | 0 | 7 | -2 | -14 | . | -0.2

Other entries.
SMILES | SIRT5 inh | C2C12 statin | ERAP1 HTS inh | LGR2 inh | S100A4 inh HTS | PGC1a acetyl inh | Cneo AK release | XiGFP reactiv
CCc1n[nH]c(=S)n1/N=C/C(C)=C\c1ccccc1 | -4 | 11 | 1 | 0 | -6 | . | 5 | 0.0
CS(=O)(=O)N1CC(=O)N2[C@H](CO)[C@@H](c3ccc(C#Cc4ccc(F)cc4)cc3)[C@H]2C1 | 1 | . | -1 | 11 | -6 | 0 | . | 0.1
COc1ccc(OC)c(C(=O)c2ccc(C(=O)Nc3ccc(NC(C)=O)cc3)cc2)c1 | 1 | 13 | -1 | 3 | -2 | 0 | 4 | -0.1
COc1ccccc1CNC(=O)CN1CCN(S(=O)(=O)c2cccs2)CC1 | -1 | -5 | 2 | 8 | -5 | . | 1 | 0.3
Cc1ccc(C(=O)NCC(=O)NC2CCCCCC2)cc1 | -5 | 10 | -1 | -9 | 3 | 10 | 2 | 0.1
CCN(CCn1cccn1)C(=O)CCc1nnc(-c2ccc3c(c2)OCO3)o1 | -4 | . | -5 | -3 | 3 | . | . | 0.3
C=CCn1c(SCC(=O)Nc2cc(C)c(Cl)cc2OC)nnc1-c1ccco1 | -3 | -2 | -1 | -13 | 1 | . | -1 | .
C[C@@H]1CN([C@H](C)CO)C(=O)c2cccc(NC(=O)c3ccncc3)c2O[C@@H]1CN(C)CC1CC1 | -3 | -10 | 0 | -16 | -7 | -3 | 3 | 0.1
CSc1ccc(/C=N/n2c(C)nc3ccccc3c2=O)cc1 | 0 | 8 | -1 | -9 | -4 | . | 1 | 0.0
COc1ccccc1NC(=O)CCC(=O)OC(C)C(=O)c1ccccc1 (configuration not stated) | -6 | 1 | 0 | -6 | -4 | . | 10 | 0.3
CN(C)C(=O)C[C@@H]1C[C@H]2c3cc(NC(=O)C4CCC4)ccc3O[C@H]2[C@H](CO)O1 | -3 | -7 | 7 | 13 | -7 | 8 | -4 | 0.0
Cc1ccc(NC(=O)NNC(=O)c2ccccc2)cc1 | -4 | -5 | . | 9 | -4 | -14 | . | 0.0
O=C(Nc1ccccc1C(F)(F)F)N1CCN(c2ccccn2)CC1 | 12 | . | 0 | -5 | -1 | . | . | 0.2
CN(C)CCNc1oc(COc2ccc(Cl)cc2Cl)nc1C#N | . | -15 | . | 20 | . | 12 | 0 | .
Cc1nnc(Nc2ccc(S(N)(=O)=O)cc2)c2ccccc12 | 2 | 19 | 6 | -1 | 9 | 11 | 0 | 0.0
CC(=O)Nc1ccc(S(=O)(=O)NCC2CCC(C(=O)NC3CCCCCC3)CC2)cc1 (configuration not stated) | . | . | 8 | 7 | -13 | . | . | 0.0
C[C@@H]1CN([C@@H](C)CO)S(=O)(=O)c2ccc(Br)cc2O[C@H]1CN(C)S(C)(=O)=O | -2 | . | -1 | -18 | 1 | -7 | -3 | 0.7
CC(CNC(=O)CN1C(=O)C(=O)N(C2CCCC2)C1=O)c1ccccc1 (configuration not stated) | -3 | 1 | 0 | -5 | -2 | 1 | 2 | 0.0
O=C(c1ccncc1)N1CCN(C(=O)c2ccncc2)CC1 | 1 | 11 | 0 | 2 | 4 | 1 | -2 | .
C/C=C/c1ccc([C@@H]2[C@@H](CO)N(C(=O)C3CCC3)[C@H]2CN(CC)C(=O)CC)cc1 | 3 | 5 | 2 | 6 | -5 | -18 | 14 | -0.1
CCN(C(=O)COC(=O)c1cnc(C)cn1)c1c(N)n(Cc2ccccc2)c(=O)[nH]c1=O | -4 | 1 | -2 | -7 | 1 | . | 1 | 0.2
O=C(NCc1cccc(Cl)c1)C1CCC(=O)N(C2CC2)C1 (configuration not stated) | -2 | -1 | -1 | -6 | -5 | 2 | -1 | 0.0
Cc1c(NC(NC(=O)CC(C)C)C(Cl)(Cl)Cl)c(=O)n(-c2ccccc2)n1C (configuration not stated) | -3 | . | 0 | -18 | 4 | . | . | 0.3
CN(C(=O)c1cc([N+](=O)[O-])ccc1NCc1cccnc1)c1ccccc1 | 2 | -8 | 6 | -14 | -2 | . | -5 | 0.0
C[C@H]1CN([C@@H](C)CO)C(=O)Cc2cc(NS(=O)(=O)c3cccs3)ccc2O[C@H]1CN(C)S(=O)(=O)c1cn(C)cn1 | . | -2 | . | 6&2 | 19 | 1 | 1 | -0.6&0.1

Assay outcomes: PubChem, Broad Institute
